# VLA-4 inh – inhibition in a human VLA-4 binding assay. inhibition, % (about 7 µM as worked out from the volumes in the protocol). VLA-4 expressing cells, ligand binding flow cytometry. AID 2557. actives 0.2% (n = 330,000); in the data active = inhibition above about 50%
# GRK2 inh – inhibitors of human GRK2 displacing RNA aptamer; inhibition of aptamer binding, % at 10 µM; bead flow cytometry, FAM-aptamer displacement from GRK2; AID 488847; P25098; actives 0.59% (n = 330,000);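 active = inhibition of aptamer binding above 40%, roughly 3 SD of noise, on plates passing a quality check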;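 note: median bead fluorescence of bound FAM aptamer so fluorescent compounds give negative values; no value below 0 was filed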
# Target sequence (P25098 whole entry, looked up): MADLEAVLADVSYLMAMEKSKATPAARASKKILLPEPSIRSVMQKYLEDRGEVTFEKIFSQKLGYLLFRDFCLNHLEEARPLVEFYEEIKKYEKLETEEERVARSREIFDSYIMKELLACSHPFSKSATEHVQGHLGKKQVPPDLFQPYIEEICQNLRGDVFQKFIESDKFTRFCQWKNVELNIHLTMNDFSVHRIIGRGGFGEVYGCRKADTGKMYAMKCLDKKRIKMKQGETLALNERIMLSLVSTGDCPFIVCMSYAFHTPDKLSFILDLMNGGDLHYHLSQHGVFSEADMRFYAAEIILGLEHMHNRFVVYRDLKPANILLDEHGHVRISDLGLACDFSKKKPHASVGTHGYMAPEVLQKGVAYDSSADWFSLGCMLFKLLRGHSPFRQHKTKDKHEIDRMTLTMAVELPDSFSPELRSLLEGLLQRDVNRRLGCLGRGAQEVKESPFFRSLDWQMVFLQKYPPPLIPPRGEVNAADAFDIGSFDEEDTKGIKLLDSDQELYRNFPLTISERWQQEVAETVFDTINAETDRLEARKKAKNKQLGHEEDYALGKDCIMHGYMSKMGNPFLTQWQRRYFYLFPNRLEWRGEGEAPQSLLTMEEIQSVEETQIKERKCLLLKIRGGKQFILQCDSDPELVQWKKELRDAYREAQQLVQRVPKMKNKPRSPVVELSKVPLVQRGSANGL
# Efflux pump inh – blocks antifungal efflux pumps in multiplex yeast assay; S. cerevisiae Candida pump triplex, Nile Red efflux; inhibition, % at 10 µM; actives 0.44% (n = 330,000); AID 485275;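 active = plate passing quality check with inhibition over a set limit, or well fluorescence over plate mean plus 4 SD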;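 note: Nile Red retained in pooled yeast measured as flow cytometry median fluorescence; 0% = buffer negative control and 100% = Enniatin B positive control; higher means more Nile Red kept so more efflux inhibition; some compounds called inactive have numbers as strong as hits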
# PME-1 inh – blocks human protein phosphatase methylesterase 1; AID 2130; actives 0.53% (n = 320,000); inhibition, % at 5.9 µM; recombinant PME-1, FP-Rh probe fluorescence polarization; Q9Y570;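 active = inhibition above the campaign mean of all compounds plus 3 SD, cut at about 26% in these data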;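 note: competitive labeling of PME-1 active site by serine hydrolase directed probe; 0% = PME-1 with DMSO and 100% = wells lacking PME-1 enzyme; inhibitors block probe labeling so polarization falls and inhibition rises; many of its hits are not listed in these tables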
# Target sequence (Q9Y570 whole entry, looked up): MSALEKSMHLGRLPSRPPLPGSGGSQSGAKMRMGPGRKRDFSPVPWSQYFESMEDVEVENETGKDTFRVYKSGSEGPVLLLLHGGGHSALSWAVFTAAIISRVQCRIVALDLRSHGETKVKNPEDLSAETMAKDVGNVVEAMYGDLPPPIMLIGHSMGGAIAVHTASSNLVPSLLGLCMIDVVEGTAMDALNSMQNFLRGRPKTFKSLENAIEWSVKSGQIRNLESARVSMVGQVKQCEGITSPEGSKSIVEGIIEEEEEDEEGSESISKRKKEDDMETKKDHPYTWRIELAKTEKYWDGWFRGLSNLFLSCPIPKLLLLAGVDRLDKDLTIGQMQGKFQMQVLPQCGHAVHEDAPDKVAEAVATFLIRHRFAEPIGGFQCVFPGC
# GLD-1 RNA inh – GLD-1-TGE RNA interaction inhibition (C. elegans). purified GLD-1 + fluorescein TGE RNA, fluorescence polarization. inhibition, % at 5.96 µM. actives 0.44% (n = 320,000);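 active = percent inhibition above a per-plate cutoff, the plate mean of test compounds plus 3 SD, cut at about 30% in these data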;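 note: 0% = DMSO wells with GLD-1 and probe and 100% = wells lacking GLD-1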
# BCLXL inh – inhibitors of human Bcl-xL; inhibition, % at 10.9 µM; GST-Bcl-xL / FITC-Bim BH3 peptide fluorescence polarization; AID 2129; Q07817; actives 0.7% (n = 320,000);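 active = inhibition above the mean of all tested compounds plus 3 SD, cutoff set per campaign, cut at about 30% in these data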;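 note: 0% = DMSO wells and 100% = unlabeled Bim-BH3 peptide competitor; inhibitors lower millipolarization by displacing the labeled peptide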
# Fam108B counter – counter-screen for RBBP9 inhibitors: inhibitors of mouse Fam108B; recombinant Fam108B, FP-Rh probe fluorescence polarization; actives 0.33% (n = 300,000); inhibition, % at 9.51 µM; AID 1947;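 active = inhibition above the screen mean inhibition plus 3 SD, computed separately per campaign, cut at about 18% in these data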;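 note: inhibitors lower polarization as less probe binds the enzyme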
# MEX-5 binding – C. elegans MEX-5 TCR-2 RNA binding activity; Q9XUB2; MEX-5/FITC-TCR2 RNA binding, fluorescence polarization; hits give low values; activity score (negative = inhibition of binding), % at 10 µM; actives 0.38% (n = 300,000); AID 1832;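 active = inhibition past about -25% in most replicates, and total fluorescence under double the plate's negative control median, limit read from the data; inconclusive = replicates evenly split on the limit, or fluorescence at least double controls; inactive = too little inhibition in most replicates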;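 note: 0% = DMSO and -100% = 5 µM competing unlabeled TCR2 RNA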
# MCL1 BIM primary – disrupts human MCL1 binding to BIM-BH3 peptide. inhibition, % at 10.9 µM. AID 2057. GST-MCL1 / FITC-Bim-BH3 fluorescence polarization. Q07820. actives 0.68% (n = 320,000);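 active = inhibition above the mean inhibition of all tested compounds plus 3 SD, set per campaign, cut at about 40% in these data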;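 note: 0% = DMSO wells and 100% = unlabeled Bim-BH3 peptide control; higher means more loss of mP so more displacement of Bim peptide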
# * marks the source's active call; other numbers are inactive results; ? = inconclusive; · = not tested or not shown. The list is partial; count on the stated rates, not on these rows.
SMILES,VLA-4 inh,GRK2 inh,Efflux pump inh,PME-1 inh,GLD-1 RNA inh,BCLXL inh,Fam108B counter,MEX-5 binding,MCL1 BIM primary
CNC(=O)Oc1cccc(-c2cn3cc(OC(=O)NC)ccc3n2)c1,12,0,0.0,0,42*,22,1,·,20
CC(=O)N1N=C(c2cccnc2)OC1c1ccccc1Cl (centres undefined),-6,3,-0.1,4,-4,1,1,1.4,-1
CCOc1cc2c(cc1OCC)-n1cccc1C(c1cccc(OCC)c1O)NC2 (centres undefined),-13,1,0.0,-8,11,5,-2,2.5,-2
O=C(Nc1ccc(Cl)cc1C(=O)c1ccccc1Cl)c1ccco1,13,2,0.2,1,1,2,2,-1.1,1
COc1ccc(NC(=O)c2cn(CCC#N)nc2-c2cccc(Br)c2)cc1,7,0,-0.1,-6,8,7,-4,-1.7,10
COc1ccc(-[n+]2c(-c3ccccc3)cc(-c3ccc(C)cc3)cc2-c2ccccc2)cc1,-25,0,0.0,5,-3,7,1,1.6,3
COC(=O)C1=C(c2ccc(F)cc2F)C[C@@H]2CC[C@H]1N2C(=O)N1CCC(C)CC1,2,3,0.4,4,5,4,·,·,5
Cc1ccsc1C(=O)C1CCCN(Cc2cccc(OCCO)c2)C1 (centres undefined),-2,0,0.3,0,3,3,-2,2.5,4
COc1ccc2c3c1OC1C(=O)CC[C@@]4(O)[C@@H](C2)N(C)CC[C@]314 (some centres undefined),0,2,0.3,·,0,·,·,·,·
CC1CN=C(Nc2cccc3ccccc23)S1 (centres undefined),11,2,0.1,-1,9,10,1,-1.3,5
CCOc1ccc(NC(=O)c2c(C)nn(Cc3ccccc3)c2Cl)cc1,5,3,0.1,-2,-1,1,-1,-1.8,12
CC(=O)Nc1ccc(OC(=O)N(C)C)cc1,4,0,0.0,5,6,3,3,0.8,1
Cc1cccc(OCC(=O)N2CCN(Cc3cccnc3)CC2)c1,2,0,0.0,3,4,6,2,-1.6,8
COc1cccc(-n2c(-c3ccoc3)nc3ccccc3c2=O)c1,-3,9,-0.2,-2,-2,4,5,-3.1,3
Clc1ccc(Cn2ccnc2)cn1,2,5,0.0,-4,-5,3,3,1.7,3
COc1ccccc1CCNC(=O)CCC(=O)N1CC2C[C@@H](C1)Cn1c2cccc1=O,8,1,0.1,0,-8,5,-2,-1.0,5
NC(=O)CN1C2CCC1CC(NC(=O)C1CC1)C2 (centres undefined),-4,0,-0.1,2,6,6,-2,-0.9,3
C[C@]12CC[C@@H](O)CC1=CCC1C2CC[C@]2(C)C(=O)[C@H](F)CC12 (some centres undefined),-2,3,0.2,·,-1,·,·,·,·
CCCn1c(C)cc(C=O)c1C,13,0,-0.1,5,-3,-3,-2,0.2,-1
C=CCC1(CN2CCCC2=O)C(=O)NC(=O)NC1=O,-1,0,0.0,-1,-5,1,0,-2.0,2
COC(=O)C1=C(c2cccc(OCc3ccccc3)c2)C[C@@H]2CC[C@H]1N2C(=O)NCc1ccc(N(C)C)cc1,22,1,0.1,11,-2,3,·,·,4
CCCNC1=C(C)C(=O)C2=C(C1=O)C(COC(N)=O)[C@]1(OC)C3NC3CN21 (some centres undefined),-3,2,0.0,-3,4,5,3,-2.0,3
O=C1NC(=O)C(=Cc2ccc(N3CCOCC3)o2)C(=O)N1,-18,0,-0.2,-3,-199,-120,-4,?,-185
COC(=O)C1=C(c2ccccc2OCc2ccccc2)C[C@@H]2CC[C@H]1N2C(=O)NCc1cccc(F)c1,-1,0,-0.2,-1,-1,1,·,·,5
COC(=O)C1=C(c2cc3ccccc3o2)C[C@@H]2CC[C@H]1N2C(=O)NCc1ccc(C(F)(F)F)cc1,15,2,0.0,-2,4,5,-4,-1.9,3
Cc1cc(C)nc(NC2=NCCS2)n1,-3,2,0.1,-1,-6,1,-3,0.5,4
CCN1CC2C3CCC(C)(O3)C2C1 (centres undefined),-2,0,-0.2,0,3,5,8,-1.7,8
Cn1c(O)c(/C=C2\C=c3ccccc3=NC2=O)c(=O)n(C)c1=O,25,2,0.0,·,·,·,·,-5.0,·
O=c1[nH]c(=S)n(C2CC2)c(O)c1C=NCc1cccnc1,-2,0,0.0,-1,0,0,2,-1.3,-2
COC(=O)C(O)(c1ccc(NC(=S)NC(=O)c2ccc(Cl)cc2Cl)cc1)C(F)(F)F (centres undefined),3,1,0.3,-24,7,0,-2,-1.8,1
O=[N+]([O-])c1ccc(N2CCCCC2)c2ncccc12,-9,6,-0.1,4,0,0,4,1.1,-8
CCCCn1c(O)c(C(C)=NC(C)c2ccccc2)c(=O)[nH]c1=O (centres undefined),22,0,0.0,-2,6,3,3,1.9,3
Cc1ccc2[nH]c3c(c2c1)CN(C(=O)CN1C[C@H]2C[C@@H](C1)c1cccc(=O)n1C2)CC3,-5,0,-0.1,-8,19,12,-4,-5.4,10
C[C@]12C=CC(=O)C=C1CC[C@@H]1C2CC[C@]2(C)OC(=O)CCC12 (some centres undefined),8,0,-0.2,-2,-3,3,2,3.0,2
Cn1c(O)c(/C=C2/C=CC=N2)c(=O)[nH]c1=O,3,0,0.2,3,9,17,0,-6.4,8
C#CCOC(=O)C1=CCCN(C)C1,15,1,0.1,-2,-2,2,-1,·,7
COCCNC(=O)c1c(N)n(Cc2ccco2)c2nc3ccccc3nc12,-10,0,0.2,-2,8,13,-1,-1.5,17
COc1ccccc1N1C(=O)NC(=O)/C(=C/c2ccc3c(c2)Cc2ccccc2-3)C1=O,6,1,-0.1,-2,-6,-8,-2,0.3,-22
O=[N+]([O-])c1cc(F)c(N2CCCCC2)cc1Br,3,0,-0.1,-4,6,-1,1,1.0,9
COC(=O)C(O)(c1ccc(N(C)C)cc1)C(F)(F)F (centres undefined),32,1,0.3,3,-5,-5,3,0.3,-8

# Continued, overlapping the part above by three compounds.
SMILES,VLA-4 inh,GRK2 inh,Efflux pump inh,PME-1 inh,GLD-1 RNA inh,BCLXL inh,Fam108B counter,MEX-5 binding,MCL1 BIM primary
COc1ccccc1N1C(=O)NC(=O)/C(=C/c2ccc3c(c2)Cc2ccccc2-3)C1=O,6,1,-0.1,-2,-6,-8,-2,0.3,-22
O=[N+]([O-])c1cc(F)c(N2CCCCC2)cc1Br,3,0,-0.1,-4,6,-1,1,1.0,9
COC(=O)C(O)(c1ccc(N(C)C)cc1)C(F)(F)F (centres undefined),32,1,0.3,3,-5,-5,3,0.3,-8
O=C(O)c1sc2cc(Cl)ccc2c1Cl,4,0,0.2,3,2,0,-1,0.9,·
COC(=O)C1=C(c2cccc(OC)c2OC)C[C@@H]2CC[C@H]1N2C(=O)NCCCOC(C)C,32,0,0.0,-2,10,-1,-3,4.1,2
ClC1=CCC2CN(CCN3CCCCC3)CC2C1 (centres undefined),-4,0,0.0,2,2,3,-4,0.7,9
CCC[N+]12CCC(CC1)C(C(O)(c1ccccc1)c1ccccc1)C2 (centres undefined),1,3,-0.1,-1,1,7,0,2.6,6
CCCCn1c(O)c(C=NC2CC3CCC2(C)C3(C)C)c(=O)[nH]c1=O (centres undefined),8,4,0.1,7,5,8,4,0.9,4
Oc1cc2c(cc1CN1CCN(c3ccc(F)cc3)CC1)OCO2,-6,0,-0.2,-2,13,5,2,0.1,-2
Cn1c(O)c(/C=N/c2ncccn2)c(=O)n(C)c1=O,-8,2,0.1,-4,-11,-9,-6,0.7,-11
COc1cc2c(c(OC)c1OC)-c1ccc(O)c(=O)cc1C(NC(C)=O)CC2 (centres undefined),9,0,-0.1,-1,3,2,2,0.3,-3
COc1ccc(C2SCC(=O)Nc3c2c(C)nn3C2CCOC(C)(C)C2)cc1OC (centres undefined),14,0,0.0,-1,1,2,2,1.7,3
CC(NC1=NCCS1)c1ccccc1 (centres undefined),3,0,0.0,9,0,-3,1,2.5,4
CCCCCCNC(=O)N[C@@H](Cc1ccc(O)cc1)C(=O)NCCC[C@H]1CN2C(=NC[C@H]2C)N1CC1CCC1,16,0,0.1,2,5,7,0,1.4,0
COc1ccc(C(CN(C)C)C2(O)CCCCC2)cc1 (centres undefined),-7,0,-0.1,-9,-1,4,1,1.2,6
CN1CCN(Cc2ccccc2C(F)(F)F)CC1,-1,0,0.0,-5,5,8,-2,0.3,5
N#CC(C#N)=C(C#N)c1ccc(Nc2ccccc2)cc1,2,0,0.0,2,1,5,1,-1.0,2
COc1ccc(CCNC2CCCCCC2)cc1,13,6,0.2,-2,3,-1,1,0.2,12
O=[N+]([O-])c1ccc(NCCCN2CCOCC2)c2ncccc12,10,3,0.2,-3,-1,2,2,-3.1,5
C=C(C)C(Cc1c(OC)ccc(C(=O)/C=C/c2ccc(O)cc2)c1O)OO (centres undefined),24,0,-0.1,·,-6,·,·,·,·
Cc1cc(C)c(NC2=NCCCS2)c(C)c1,-2,0,0.0,-2,4,2,0,0.1,7
CN(C)C(=O)Oc1ccc(-c2cn3cc(Cl)ccc3n2)cc1,14,1,-0.1,-1,-4,11,-1,-5.1,-4
O=C1CN(C(=O)COC(=O)Cc2ccccc2)c2ccccc2N1,11,0,-0.2,0,5,-5,0,-1.3,-4
CCOC(=O)c1c(C)c(C(=O)N2CCC3(CC2)OCCO3)c(C)n1CC,2,1,-0.1,8,1,1,1,1.2,-8
C=CCn1c(O)c(Cc2ccc(OCC)cc2)c(=O)[nH]c1=O,18,0,0.1,·,·,·,·,-0.1,·
CC1SC2(CN3CCC2CC3)NC1=O (centres undefined),26,2,0.0,-6,1,4,0,0.8,4
N#Cc1ccc(Cn2cc(C=O)c3ccccc32)cc1,1,·,-0.1,3,7,5,-2,3.3,0
CCCCCCOC(=O)c1ccccc1N,1,2,0.1,1,-3,4,-1,-5.3,2
C=CCN1C(=O)/C(=C/c2cc(C)n(-c3ccccn3)c2C)C(=O)NC1=S,4,3,0.1,-5,5,7,-4,0.3,7
CCC(c1ccc(C)cc1)N1C(=O)C2C3CCC(O3)C2C1=O (centres undefined),-3,0,0.2,3,5,3,·,·,8
CCN1CCN(C(=O)COc2ccc3c(c2)C(=O)CC2(CCN(C(C)=O)CC2)O3)CC1,4,0,0.3,4,2,3,0,0.5,1
CCC(C)N1C(=O)/C(=C\c2ccc(N3CCCCCC3)cc2)C(=O)NC1=S (centres undefined),-42,1,0.4,-20,-9,-43,-5,3.7,-102
CC(C)c1ccc(NC(=O)CSc2nnc(OC(=O)N(C)C)n2C2CC2)cc1,-6,0,0.0,2,-2,-2,-1,1.4,-2
CC(C)CN1CCN(Cc2ccc(F)cc2Cl)CC1CCO (centres undefined),-2,1,0.1,-2,4,6,2,0.3,3
CCOP(=O)(OCC)c1cc(C)c(O)c(C(C)(C)C)c1,-3,0,-0.1,3,6,4,4,2.8,1
CC(Cc1ccccc1)NC(N)=O (centres undefined),6,0,0.0,1,2,-3,0,-2.9,-5
CCC(=NCc1ccc2c(c1)OCO2)c1c(O)n(C)c(=O)n(C)c1=O,2,8,0.0,0,6,2,-7,-4.6,-8
COc1ccc(-n2c(/C=C/c3cccc(F)c3)nc3ccccc3c2=O)c(OC)c1,0,3,0.0,·,·,·,·,-1.1,·
CCC1(C(=O)c2ccccc2)C2c3ccccc3OC(=O)C21C(C)=O (centres undefined),0,1,0.0,-2,-2,12,-1,-0.8,14

# Source: PubChem
